# Compound activity (PubChem BioAssay)
# Tau FP inhib: tau fibrillization inhibition (FP) | K18 P301L tau heparin fibrillization, Alexa594 FP, 6 h | P10636 | 280,000 compounds, 0.39% hits | Potency, µM (top dose mostly 57.7 µM), inactives show top-dose activity, negative = inhibition, usual class: inhibitors; further: on the % scale 0 is the no-effect control and ±100 the full control effect; nearly all actives have a fitted effect of over 55% in size
# Target sequence (P10636 561-689 P618L limits assumed): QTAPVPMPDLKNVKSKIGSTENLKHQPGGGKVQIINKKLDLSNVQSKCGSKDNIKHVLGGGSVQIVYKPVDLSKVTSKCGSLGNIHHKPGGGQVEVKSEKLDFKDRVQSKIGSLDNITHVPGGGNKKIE
#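 K18 P301L tau (15 uM unlabeled/0.24 uM Alexa 594-labeled, final) + compound + heparin 20 uM final; 100 mM NaOAc pH 7; 6 hr 37 C; ThT 30 uM final added, 1 hr RT; FP ex 555/em 632 nm.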
# GAA spleen mod: lysosomal alpha-glucosidase (human) modulation; 240,000 compounds, 0.006% hits; human spleen homogenate, 4-MU-alpha-glucoside fluorescence; Potency, µM (doses to about 79.9 µM), without a hit: at the highest dose activity change, negative = inhibition, hits mostly inhibitors;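 further: 0% = enzyme with vehicle and -100% = no enzyme basal signal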
#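 Human spleen homogenate (1 ug) incubated with compounds and 1 mM 4-methylumbelliferyl-alpha-D-glucopyranoside in pH 5.0 citrate/phosphate buffer, 37 C, 40 min. Stopped at pH 10; 4-MU fluorescence (Ex 365/Em 440 nm); AC50 by Hill fit.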
# GAA glycogen mod: GAA glycogen-cleavage inhibition or activation; recombinant GAA, glycogen substrate, Amplex Red glucose oxidase fluorescence; AID 2100; Potency, µM (top dose mostly 76.4 µM), for inactives: at the highest dose activity change, negative = inhibition, hits mostly inhibitors; 300,000 compounds, 0.38% hits; P10253;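 further: 0% = full enzyme reaction and -100% = no-enzyme basal signal; the screen sought inhibitors and activators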
#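 Recombinant human alpha-glucosidase (4 nM final) hydrolysed bovine liver glycogen (30 ug) for 40 min at 37 C in pH 5.0 citrate/phosphate with 0.01% Tween-20. Released glucose detected by glucose oxidase/Amplex Red, Ex 573/Em 610 nm. Compounds up to 77 uM; AC50 from Hill fits.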
# GLA spleen mod: inhibitors or activators of human alpha-galactosidase in spleen homogenate | P06280 | human spleen homogenate, 4MU-alpha-Gal fluorescence, 40 min | Potency, µM (highest dose often 80 µM), without a hit: at the top dose activity change, negative = inhibition, usual class: inhibitors | 240,000 compounds, 0.008% hits;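 further: 0% = enzyme with vehicle and -100% = no enzyme basal signal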
# Target sequence (P06280 32-429 limits assumed): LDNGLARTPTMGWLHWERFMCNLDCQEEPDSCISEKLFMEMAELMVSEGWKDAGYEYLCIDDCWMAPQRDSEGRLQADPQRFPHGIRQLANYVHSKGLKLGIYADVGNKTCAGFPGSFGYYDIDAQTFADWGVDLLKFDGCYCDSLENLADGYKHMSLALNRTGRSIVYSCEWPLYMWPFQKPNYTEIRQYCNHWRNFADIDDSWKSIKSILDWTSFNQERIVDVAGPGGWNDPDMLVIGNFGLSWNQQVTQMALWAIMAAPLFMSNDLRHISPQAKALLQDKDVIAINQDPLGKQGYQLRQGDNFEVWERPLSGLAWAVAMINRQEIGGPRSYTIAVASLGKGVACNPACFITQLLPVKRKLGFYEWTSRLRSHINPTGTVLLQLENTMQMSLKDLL
#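 Inhibition or activation of alpha-galactosidase in human spleen homogenate is scored by 4-MU fluorescence after 40 min at 37C, pH 5.0, with 1 mM substrate. AC50s come from concentration-response fitted to the Hill equation.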
# Tau fluor cs: counter-screen for tau fibril formation inhibitors; AID 1463; 280,000 compounds, 0.93% hits; Potency, µM (top dose mostly 57.7 µM), without a hit: at the highest dose activity change, negative = decrease; tau K18 P301L Alexa594 fluorescence, heparin fibrillization; further: on the % scale 0 is the no-effect control and ±100 the full control effect; nearly all actives have a fitted effect of over 55% in size
#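 Human K18 P301L tau (15 uM unlabeled plus 0.24 uM Alexa 594-labeled, final) in 100 mM sodium acetate pH 7 was mixed with compound and 20 uM heparin and incubated 6 hr at 37 C.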
# GAA inhib: inhibitors of human lysosomal alpha-glucosidase | AID 1466 | P10253 | 200,000 compounds, 0.005% hits | Potency, µM (doses to about 76.9 µM), without a hit: at the highest dose activity change, negative = inhibition, hits mostly inhibitors | purified human GAA, 4-MU-alpha-glucoside fluorescence;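 further: plate controls were uninhibited enzyme wells for no effect and no-enzyme background for full effect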
#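 Fluorogenic assay: 4 nM human alpha-glucosidase with 400 uM 4-methylumbelliferyl-alpha-D-pyranoside in 50 mM citrate/phosphate, 0.005% Tween-20, pH 5.0, 20 min at room temperature. Compounds tested up to 77 uM; AC50 from Hill fits.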
# Tau fibril ThT: inhibitors of human tau fibril formation, thioflavin T binding. P10636. recombinant tau K18 P301L (four-repeat tau fragment), heparin-induced fibrillization, ThT fluorescence. Potency, µM (doses to about 57.4 µM), without a hit: top-dose activity, negative = inhibition, hits mostly inhibitors. 270,000 compounds, 2.1% hits. AID 1460; further: on the % scale 0 is the no-effect control and ±100 the full control effect; nearly all actives have a fitted effect of over 55% in size
#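 Tau K18 P301L fragment (15 uM unlabeled plus 0.24 uM Alexa 594-labeled) in 100 mM sodium acetate pH 7 with compound, fibrillization induced by 20 uM heparin for 6 hr at 37 C. Thioflavin T (30 uM) added, fluorescence read after 1 hr (ex 450, em 510 nm).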
# HTT ATP protect: cytoprotection in Huntington HTT-Q103 PC12 cell model. 230,000 compounds, 0.14% hits. AID 1471. PC12 HTT-Q103 induced, cytoprotection, ATP luminescence, 40 h. Potency, µM (top dose mostly 56.4 µM), inactives show cytoprotection (ATP increase), hits mostly activators;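 further: % of control where 0% means no effect; nearly all actives have a fitted effect of over 45% in size; toxic huntingtin expression switched on by the ecdysone agonist tebufenozide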
#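 Stable PC12 Q103-GFP cells in serum-supplemented, phenol red-free DMEM; induction by tebufenozide at 100 nM final; compound dose series; cell viability quantified luminescently from ATP.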
# Numbers without * were called inactive; u = inconclusive; x = no result given; & = joins results of further samples; [ ] = dose if it differs, or a comment. The call rests on the fitted dose curve; in most records, active means well fitted curve in the direction sought with a large enough effect; inconclusive means small, poorly fitted or top-dose-only effect, or another doubt; inactive means no such curve, though single readings can be large; an effect the other way counts as inactive or inconclusive. Potency means the concentration at half of the fitted maximal effect.
# Abbreviations – A = Tau FP inhib; B = GAA spleen mod; C = GAA glycogen mod; D = GLA spleen mod; E = Tau fluor cs; F = GAA inhib; G = Tau fibril ThT; H = HTT ATP protect
COc1cc2c(cc1OC)C(C)N(C(=O)CCN1C(=O)C3C4C=CC(C4)C3C1=O)CC2 (stereo not drawn)
  A: -1% | B: -8% | C: 4% | D: 9% | E: 1% | F: -19% | G: -4% | H: -2%

COCCCNc1nc(SCc2ccccc2)nc2sc3c(c12)CCC3
  A: -2% | B: 3% | C: 0% | D: 8% | E: u | F: -16% | G: u | H: -32%

CC(C)Sc1nc2ccc(Br)cc2[nH]1
  A: -3% | B: 1% | C: 16% | D: -1% | E: -9% | F: 1% | G: -4% | H: -11%[10 µM]

CCn1cc(Br)c(C(=O)Nc2cccc(Cl)c2)n1
  A: 5% | B: 2% | C: 3% | D: 1% | E: -7% | F: -4% | G: -5% | H: -10%

CCOc1ccc(N/C=C/C(=O)c2ccccc2)c([N+](=O)[O-])c1
  A: -9% | B: 4% | C: 20% | D: 1% | E: u | F: 3% | G: 1.4µM* | H: -55%[inhibitor][10 µM]

O=S(=O)(c1ccccc1)n1ccc2ccccc21
  A: 2% | B: 8% | C: -9% | D: 7% | E: 10% | F: 0% | G: 4% | H: 6%

O=C(Nc1nc2ccccc2[nH]1)C12CC3CC(CC(C3)C1)C2
  A: -3% | B: 6% | C: -2% | D: 11% | E: -11% | F: u | G: -11% | H: -64%[inhibitor]

Cc1ccccc1CN1CCN(S(=O)(=O)c2cccs2)CC1
  A: -1% | B: -3% | C: -8% | D: 3% | E: -13% | F: -6% | G: -2% | H: -29%

CCCOC(=O)c1ccc(Oc2cn[nH]c2-c2ccc(OC)cc2O)cc1
  A: u | B: 1% | C: -14% | D: 7% | E: 11µM*[quencher] | F: -7% | G: u | H: 0%

Cc1nn(Cc2ccc(Cl)cc2)c(C)c1NC(=O)c1noc2c1CCCCC2
  A: -1% | B: -5% | C: -3% | D: 0% | E: -5% | F: -10% | G: -18% | H: 11%

O=C(COC(=O)[C@H](Cc1ccccc1)NC(=O)c1cccs1)Nc1cc(F)ccc1F
  A: -4% | B: -2% | C: -12% | D: 3% | E: -19% | F: 2% | G: 0% | H: 24%[10 µM]

O=C(NCc1ccco1)c1ccccc1-c1ccccc1
  A: -1% | B: -6% | C: -7% | D: 3% | E: -11% | F: -1% | G: -16% | H: -9%

CC(=O)Nc1ccc2c(COC(=O)CC3Sc4ccccc4NC3=O)cc(=O)oc2c1 (stereo not drawn)
  A: u | B: 4% | C: 23% | D: 7% | E: -17% | F: 4% | G: -10% | H: -33%

COC(=O)c1c(N)c(C#N)c(C)n1-c1ccccc1
  A: -1% | B: 3% | C: -3% | D: 2% | E: 2% | F: -1% | G: 9% | H: -18%

COc1cc(Cl)c(C)cc1NC(=O)c1sc2nc3n(c(=O)c2c1C)CCCCC3
  A: -2% | B: x | C: -5%[76.3 µM] | D: x | E: -5% | F: x | G: -1% | H: x

# Later entries:
# Abbreviations – A = Tau FP inhib; B = GAA spleen mod; C = GAA glycogen mod; D = GLA spleen mod; E = Tau fluor cs; F = GAA inhib; G = Tau fibril ThT; H = HTT ATP protect
CC(C(=O)O)c1ccc(N2Cc3ccccc3C2=O)cc1 (stereo not drawn)
  A: -5%&6% | B: 5%&-4% | C: 2% | D: 6%&1% | E: -10%&-6% | F: u | G: -10%&-8% | H: -291%[inhibitor]

N=c1ccn(Cc2c(Cl)cccc2Cl)cc1
  A: 3% | B: 5% | C: 6% | D: 7% | E: 6% | F: x | G: 7% | H: 10%[10 µM]

CCOC(=O)c1ccc(Nc2nc(C)cc(C)n2)cc1
  A: 2% | B: x | C: -7% | D: x | E: -4% | F: x | G: -2% | H: x

COC(=O)N/N=C\c1cc2c(cc1Br)OCO2
  A: 9% | B: -2% | C: 11% | D: 1% | E: -4% | F: 3% | G: -12% | H: -62%[inhibitor]

Nc1nnc(SCc2ccccc2Cl)s1
  A: 4% | B: -2% | C: -3% | D: 3% | E: 1% | F: u | G: -2% | H: -10%[0.074 µM]

CN(C)c1ncnc2c1NC1=C(S2)C(=NCCCC(=O)O)CC(C)(C)C1
  A: u | B: 1% | C: u | D: -4% | E: -25% | F: -4% | G: 10µM* | H: -7%

COc1ccc(C(O)P(=O)(O)CCc2ccccc2)cc1 (stereo not drawn)
  A: -8% | B: 2% | C: -1% | D: 9% | E: 2% | F: 5% | G: 4% | H: -10%

Cc1cccc(NC2=NCC(=O)N2CCc2ccccc2)c1
  A: 8% | B: 1% | C: -7% | D: 6% | E: 2% | F: 0% | G: 7% | H: -8%

Nc1ccccc1SCc1ccccc1Cl
  A: 5% | B: -3% | C: 4% | D: -1% | E: -28% | F: -3% | G: -13% | H: 13%[10 µM]

CNC1C(O)C(O[C@H]2C(O)[C@@H](OC3OC(CN)=CCC3N)[C@H](N)C[C@@H]2N)OC[C@]1(C)O (stereo partly drawn)
  A: -1% | B: -9% | C: x | D: 1% | E: -1% | F: x | G: 5% | H: -6%

CCC/C(C)=N\Nc1nc2c(c(=O)n(C)c(=O)n2C)n1C
  A: u | B: 0% | C: -7% | D: 5% | E: u | F: x | G: u | H: 9%[10 µM]

CCS(=O)(=O)c1ccc2oc(Nc3ccc(C(C)(C)C)cc3)nc2c1
  A: -22% | B: -8% | C: -1% | D: -3% | E: u | F: -7% | G: 2% | H: -28%

Cc1nnc(SCC(=O)c2ccc(C(C)C)cc2)s1
  A: -5% | B: 2% | C: 18% | D: -5% | E: -7% | F: u | G: -6% | H: 6%[10 µM]

COc1ccc(C)cc1NC(=O)C(OC(=O)C1CC1)c1ccccc1 (stereo not drawn)
  A: -2% | B: 0% | C: -6% | D: -1% | E: -10% | F: 2% | G: -5% | H: -8%

CCOc1ccc2nc(NCCNC(=O)Nc3cccc(C)c3)c(C#N)cc2c1
  A: -7% | B: 6% | C: -2% | D: 6% | E: -21% | F: -1% | G: -8% | H: -17%[10 µM]

# A draw from above in order of SMILES length, ascending:
# Abbreviations – A = Tau FP inhib; B = GAA spleen mod; C = GAA glycogen mod; D = GLA spleen mod; E = Tau fluor cs; F = GAA inhib; G = Tau fibril ThT; H = HTT ATP protect
Nc1ccccc1SCc1ccccc1Cl
  A: 5% | B: -3% | C: 4% | D: -1% | E: -28% | F: -3% | G: -13% | H: 13%[10 µM]

COC(=O)N/N=C\c1cc2c(cc1Br)OCO2
  A: 9% | B: -2% | C: 11% | D: 1% | E: -4% | F: 3% | G: -12% | H: -62%[inhibitor]

Cc1nnc(SCC(=O)c2ccc(C(C)C)cc2)s1
  A: -5% | B: 2% | C: 18% | D: -5% | E: -7% | F: u | G: -6% | H: 6%[10 µM]

COc1ccc(C)cc1NC(=O)C(OC(=O)C1CC1)c1ccccc1 (stereo not drawn)
  A: -2% | B: 0% | C: -6% | D: -1% | E: -10% | F: 2% | G: -5% | H: -8%

CCOc1ccc2nc(NCCNC(=O)Nc3cccc(C)c3)c(C#N)cc2c1
  A: -7% | B: 6% | C: -2% | D: 6% | E: -21% | F: -1% | G: -8% | H: -17%[10 µM]

# Going on with the list.
# Abbreviations – A = Tau FP inhib; B = GAA spleen mod; C = GAA glycogen mod; D = GLA spleen mod; E = Tau fluor cs; F = GAA inhib; G = Tau fibril ThT; H = HTT ATP protect
O=C(NCCc1c[nH]c2ccccc12)c1ccc([N+](=O)[O-])cc1
  A: u | B: -3% | C: -5% | D: -2% | E: u | F: -1% | G: u | H: -8%[10 µM]

CCOc1ccc(-c2nc(C)sc2CC(=O)O)cc1
  A: 3% | B: -9% | C: 6% | D: -6% | E: -3% | F: -2% | G: -6% | H: 16%

Cc1cc(C)n2cc(CSc3nnnn3-c3ccccc3)nc2n1
  A: 6% | B: 1% | C: -16% | D: -6% | E: 8% | F: -6% | G: 16% | H: -12%[0.074 µM]

CC12CCC(=O)N1C(C(=O)OCC(=O)Nc1cccc(S(=O)(=O)N3CCCCCC3)c1)CS2 (stereo not drawn)
  A: -10% | B: -6% | C: 2% | D: -7% | E: -13% | F: -2% | G: 1% | H: 3%[10 µM]

CC(=O)c1cc2c(cc1NC(=O)c1cc(C)nn1-c1ccccc1)OCO2
  A: -6% | B: -4% | C: 3% | D: 3% | E: -19% | F: -5%[15.4 µM] | G: -20% | H: -19%

CCC(C)N(C(=O)COC(=O)c1[nH]c(C)c(C(C)=O)c1C)C1CCS(=O)(=O)C1 (stereo not drawn)
  A: -3% | B: 2% | C: 10% | D: -14% | E: 4% | F: -3% | G: 4% | H: -23%[10 µM]

COC(=O)CCc1n[nH]c(=O)[nH]c1=O
  A: 2% | B: 7% | C: 7% | D: 4% | E: 2% | F: -5% | G: -10% | H: -28%[10 µM]

Cc1cc(Cl)c(S(=O)(=O)N2CCSCC2)cc1OCC(N)=O
  A: 1% | B: -16% | C: 3% | D: 0% | E: 5% | F: -3% | G: 1% | H: 0%[0.074 µM]

CC(=O)c1ccc(NC(=O)C(NC(=O)c2ccccc2)=C(C)C)cc1
  A: -10% | B: x | C: 4% | D: 5% | E: -6% | F: -7% | G: -3% | H: -29%

COc1ccc(S(=O)(=O)N2CCOCC2)cc1C(=O)Nc1cc(C)on1
  A: u | B: 3% | C: -6% | D: 5% | E: -2% | F: -3% | G: 3% | H: 0%

N#C/C(=C/c1ccc(Br)o1)C(N)=O
  A: 10% | B: 1% | C: -2% | D: 9% | E: 3% | F: u | G: 1% | H: 12%[10 µM]

COc1ccccc1N(Cc1ccccc1)S(=O)(=O)c1cccc(C(=O)O)c1
  A: -3% | B: 3% | C: 4% | D: 7% | E: 0% | F: 4% | G: 8% | H: -3%[10 µM]

CCN1CCN(CC(O)COC(c2ccccc2)c2ccccc2)CC1 (stereo not drawn)
  A: 1% | B: -2% | C: -5% | D: -3% | E: -12% | F: 5% | G: -12% | H: -25%

NC(=O)Cn1nnc(-c2ccc(C(F)(F)F)cc2)n1
  A: -1% | B: -10% | C: -1% | D: 0% | E: -8% | F: -2% | G: -6% | H: 10%
